# GLA spleen mod: inhibits or activates alpha-galactosidase in human spleen homogenate; P06280; human spleen homogenate, 4MU-alpha-Gal fluorescence, 40 min; Potency, µM (series often up to 80 µM), for the others: at the top dose activity change, negative = inhibition, hits mostly inhibitors; 0.008% of 240,000 active; AID 2107;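 further: 0% = enzyme with vehicle and -100% = no enzyme basal signal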
#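 Human spleen homogenate (1 ug) as enzyme source, 4-methylumbelliferyl-alpha-D-galactopyranoside 1 mM final, citrate/phosphate pH 5.0 with 0.01% Tween-20. Compounds 40 min at 37C, NaOH/glycine stop; fluorescence Ex 365/Em 440, Hill-fit AC50.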
# Tau fibril ThT: inhibitors of human tau fibril formation, thioflavin T binding; recombinant tau K18 P301L, heparin-induced fibrillization, ThT fluorescence; 2.1% of 270,000 active; Potency, µM (series often up to 57.4 µM), without a hit: at the highest dose activity, negative = inhibition, most hits filed as inhibitors; further: nearly all actives have a fitted effect of over 55% in size
# Target sequence (P10636 561-689 P618L limits assumed): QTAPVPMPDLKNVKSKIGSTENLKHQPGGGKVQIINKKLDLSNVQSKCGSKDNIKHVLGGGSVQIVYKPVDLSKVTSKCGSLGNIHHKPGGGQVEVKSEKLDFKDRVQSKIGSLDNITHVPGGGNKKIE
#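 ThT emission at 510 nm, taken 1 hr after adding 30 uM dye, quantifies aggregates formed when 20 uM heparin acts on human tau K18 P301L for 6 hr at 37 C.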
# TexasRed fluor: alters Texas Red total fluorescence, flagging assay interference; TRb/SRC2 Texas Red total fluorescence interference; Potency, µM (doses to about 106 µM), inactives show top-dose fluorescence change, negative = quenching; 0.29% of 280,000 active; active means well fitted curve in either direction with a large enough effect; inconclusive means small, poorly fitted or top-dose-only effect
#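 Flags fluorescent or light-absorbing compounds by total fluorescence, S + 2P, at 555 nm excitation and 632 nm emission. Mixture: 20 nM Texas Red SRC2 peptide, 0.6 uM human TRb LBD, 1 uM T3, 5% DMSO; compound exposure 5 h at ambient temperature.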
# Tau FP inhib: tau fibrillization inhibition (FP); K18 P301L tau heparin fibrillization, Alexa594 FP, 6 h; Potency, µM (titrated, usually from 57.7 µM), for inactives: at the top dose activity, negative = inhibition, actives largely listed as inhibitors; 0.39% of 280,000 active; AID 1468; further: nearly all actives have a fitted effect of over 55% in size
#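 Steps: dispense K18 P301L tau (15 uM plus 0.24 uM Alexa 594 tracer, final) in pH 7 sodium acetate; add compound; add heparin (20 uM final); incubate 6 hr, 37 C; add ThT (30 uM final); after 1 hr ambient, read FP.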
# TRb SRC2 PPI: disrupts binding of human TR beta to SRC2; P10828; TRbeta-SRC2 peptide binding, fluorescence polarization; receptor liganded with 1 µM T3; Potency, µM (doses to about 106 µM), for inactives: at the highest dose activity change, negative = inhibition, most hits filed as inhibitors; 0.065% of 280,000 active; AID 1469;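 further: plate controls were bound peptide for no effect and peptide without receptor for full effect; nearly all actives have a fitted effect of over 50% in size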
#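 A fluorescence polarization screen tested compounds at multiple concentrations against complex formation between 0.6 uM TRb ligand-binding domain and 20 nM Texas Red SRC2 peptide, with 1 uM T3 present; readout after 5 hr.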
# L3MBTL1 inh: inhibitors of human L3MBTL1. 0.66% of 230,000 active. AlphaScreen L3MBTL1–H3K9me1 peptide binding. Potency, µM (top dose mostly 57.1 µM), for the others: at the highest dose activity, negative = inhibition, actives largely listed as inhibitors; further: nearly all actives have a fitted effect of over 60% in size
# Target sequence (Q9Y468 whole entry, looked up): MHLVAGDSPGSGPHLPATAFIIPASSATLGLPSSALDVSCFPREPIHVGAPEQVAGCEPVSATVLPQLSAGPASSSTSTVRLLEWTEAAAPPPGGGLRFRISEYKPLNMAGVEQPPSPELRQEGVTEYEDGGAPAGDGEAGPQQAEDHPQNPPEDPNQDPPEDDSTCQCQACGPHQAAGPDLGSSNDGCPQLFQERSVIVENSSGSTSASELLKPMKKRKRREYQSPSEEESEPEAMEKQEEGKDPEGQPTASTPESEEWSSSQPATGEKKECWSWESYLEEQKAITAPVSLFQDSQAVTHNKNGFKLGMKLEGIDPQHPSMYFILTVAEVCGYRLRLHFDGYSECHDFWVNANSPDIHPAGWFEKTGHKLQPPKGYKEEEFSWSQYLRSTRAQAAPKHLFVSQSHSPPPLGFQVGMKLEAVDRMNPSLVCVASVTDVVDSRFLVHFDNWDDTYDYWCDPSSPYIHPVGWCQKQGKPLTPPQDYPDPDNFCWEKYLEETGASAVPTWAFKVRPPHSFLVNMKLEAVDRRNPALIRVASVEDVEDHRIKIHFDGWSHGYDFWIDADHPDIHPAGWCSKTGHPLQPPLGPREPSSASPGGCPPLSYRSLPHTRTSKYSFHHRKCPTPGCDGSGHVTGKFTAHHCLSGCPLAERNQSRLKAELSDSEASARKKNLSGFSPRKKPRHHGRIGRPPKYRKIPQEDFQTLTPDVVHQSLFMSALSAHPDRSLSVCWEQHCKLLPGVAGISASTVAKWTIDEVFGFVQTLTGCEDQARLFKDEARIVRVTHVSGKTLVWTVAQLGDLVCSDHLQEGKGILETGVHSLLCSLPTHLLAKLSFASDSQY
#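 L3MBTL1 50 nM + b-AHA-H3(1-15)K9me1 75 nM, 30 min RT; compound added, 30 min RT; streptavidin donor/Ni-chelate acceptor beads 10 ug/mL each final, 30 min RT dark; AlphaScreen read.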
# ALDH1A1 block: ALDH1A1 (human) enzyme inhibition. Potency, µM (top dose mostly 75.3 µM), without a hit: at the highest dose activity, negative = inhibition, hits mostly inhibitors. Purified ALDH1A1, NADH fluorescence, propionaldehyde substrate. AID 1030. 7.3% of 220,000 active. P00352; active means well fitted inhibition curve with a large enough effect, not every such curve was filed as active; inconclusive means small, poorly fitted or top-dose-only effect, or another doubt; inactive means no such curve, though single readings can be large or run the other way;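 further: plate controls were no enzyme wells and a reference inhibitor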
# Tau fluor cs: counter-screen for tau fibril formation inhibitors; tau K18 P301L Alexa594 fluorescence, heparin fibrillization; Potency, µM (highest dose often 57.7 µM), without a hit: at the highest dose activity change, negative = decrease; AID 1463; 0.93% of 280,000 active; further: nearly all actives have a fitted effect of over 55% in size
#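 Human tau K18 P301L (15 uM unlabeled, 0.24 uM Alexa 594-labeled) in 100 mM sodium acetate pH 7 with 20 uM heparin, 6 hr at 37 C. ThT 30 uM added, 1 hr ambient; Alexa 594 FP and total fluorescence read at 555/632 nm.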
# An asterisk follows results filed as active; ? = inconclusive; . = no result given; [ ] = another dose, or the depositor's remark. Unless noted, the call rests on the fitted dose curve; in most records, active means well fitted curve in the direction sought with a large enough effect; inconclusive means small, poorly fitted or top-dose-only effect, or another doubt; inactive means no such curve, though single readings can be large; an effect the other way counts as inactive or inconclusive. Unless noted, on the % scale 0 is the no-effect control and ±100 the full control effect; potency means the concentration at half of the fitted maximal effect.
1: Cc1ccc(Cn2ccc(NC(=O)c3cc(C(C)C)on3)n2)cc1
2: CCn1cc(C(=O)NCc2ccccc2)c(=O)c2cc(F)c(N3CCN(C(=O)c4ccco4)CC3)cc21
3: O=C(COc1ccccc1)Nc1ccc2nc(SCC(=O)N3CCOCC3)sc2c1
4: COc1cccc(-c2cc(C(=O)Nn3cnnc3)c3ccccc3n2)c1
5: COc1cccc(-c2csc(N3CCN(C(=O)Nc4ccccc4OC)CC3)n2)c1
6: COc1ccc(C(C#N)=C2C=CC(=NO)C=C2)cc1
7: Oc1ccccc1N1CCN(c2ncnc3sc(-c4ccccc4)cc23)CC1
8: CCOC(=O)c1ccc(-n2c(C)nc3c(cnn3-c3ccccc3Cl)c2=O)cc1

screen / no. | 1 | 2 | 3 | 4 | 5 | 6 | 7 | 8
GLA spleen mod | 6% | 12% | . | 14% | 2% | 0% | 6% | -6%
Tau fibril ThT | -9% | ? | -9% | -1% | ? | . | ? | -8%
TexasRed fluor | 2% | 1% | -8% | -2% | -2% | -2% | 0% | -5%
Tau FP inhib | 4% | 2% | -2% | 3% | 11% | -30% | ? | -7%
TRb SRC2 PPI | 4% | 4% | 0% | 1% | -10% | 4% | 1% | 1%
L3MBTL1 inh | 9% | . | . | -1% | -17% | . | -27% | .
ALDH1A1 block | ? | ? | . | -5% | -15% | . | . | ?
Tau fluor cs | -17% | -11% | -17% | 5% | -27% | -52% | ? | -13%

9: COc1ccccc1NC(=O)c1cnn(-c2ccccc2)c1-n1cccc1
10: CCOC(=O)CC(NC(=O)CCc1c(C)nc2c(-c3ccccc3)c(C)nn2c1C)c1ccc(C)cc1 (stereo unspecified)
11: Cc1cc(NC(=O)CSc2nc3c([nH]c4ccccc43)c(=O)n2-c2ccc(Cl)cc2)no1
12: Cc1cc(C(F)F)n2nc(C(=O)Nc3ccccc3Br)nc2n1
13: CC(=O)Nc1ccc(NC(=O)CSc2nc3nc(-c4cccs4)cc(C(F)(F)F)c3c(=O)[nH]2)cc1
14: CCC(=O)N1CCc2cc(Br)cc(S(=O)(=O)N(C)c3ccc(OC)cc3OC)c21
15: CC(=O)c1cccc(Nc2nc(=O)c3cccnc3s2)c1
16: O=C(Nc1nnc(S(=O)(=O)N2CCCCCC2)s1)c1cccc(Br)c1

screen / no. | 9 | 10 | 11 | 12 | 13 | 14 | 15 | 16
GLA spleen mod | . | . | . | 5% | 4% | -2% | -3% | .
Tau fibril ThT | -3% | -10% | 9% | -2% | ? | -13% | -8% | ?
TexasRed fluor | -1% | -1% | 0% | 3% | -2% | 0% | -8% | 2%
Tau FP inhib | ? | 2% | -11% | -7% | 3% | -2% | 0% | 1%
TRb SRC2 PPI | 1% | 0% | 3% | -13% | 5% | 1% | 2% | -2%
L3MBTL1 inh | . | . | . | 3% | . | . | . | 5%
ALDH1A1 block | . | . | . | ? | . | 5% | ? | .
Tau fluor cs | -8% | -9% | -6% | -1% | -7% | -15% | -7% | ?

17: Cc1oc(C)c(C(=O)O)c1C(=O)O
18: C=CCn1c(SCC(=O)N2CCc3ccccc3C2)nc2ccccc2c1=O
19: Cn1c(-c2ccc([N+](=O)[O-])cc2)nc2ccccc21
20: Cc1oc(-c2ccccc2F)nc1CS(=O)(=O)CC(=O)N1CCc2ccccc21
21: Cc1cc(/C=C2\SC(=S)NC2=O)c(C)n1C1CC1
22: O=C(/C=C/c1ccco1)NCC(=O)N/N=C/c1ccc(Cl)cc1
23: O=C(CSCc1cnn(-c2ccccc2)c1-n1cccc1)NCc1cccnc1
24: CCCc1cc(=O)oc2c(CN3CCCC3)c(O)ccc12

screen / no. | 17 | 18 | 19 | 20 | 21 | 22 | 23 | 24
GLA spleen mod | 3% | -12% | -7% | -5% | -5% | 4% | 7% | ?
Tau fibril ThT | 0% | -14% | -24% | ? | 13µM* | -8% | -4% | 2%
TexasRed fluor | -2% | -1% | 0% | -1% | -1% | 0% | -2% | 2%
Tau FP inhib | 3% | 6% | -2% | -5% | 5% | -9% | 4% | 2%
TRb SRC2 PPI | -7% | 1% | 5% | -15% | 1% | 1% | 7% | -4%
L3MBTL1 inh | -6% | -3% | 11% | 1% | -25% | -4% | -16% | 4%
ALDH1A1 block | 5% | 13µM* | 19% | -8% | ? | 1% | ? | ?
Tau fluor cs | 1% | -3% | -2% | 2% | -28% | -12% | -5% | 0%

25: Cc1nn(-c2ccc(N3CCCCC3)nn2)c(C)c1CCC(=O)NCc1ccc(OC(C)C)cc1
26: CCOc1ccccc1N1CC(C(=O)Nc2c(C)n(C)n(-c3ccccc3)c2=O)CC1=O (stereo unspecified)
27: COc1ccc(-c2cn[nH]c2-c2ccc(OCc3ccccc3)cc2O)cc1
28: CCn1ccnc1CNC(=O)CC1C(=O)NCCN1Cc1ccccc1F (stereo unspecified)
29: COc1ccc(CNS(=O)(=O)c2cnc(N)nc2)c(OC)c1
30: c1ccc(-c2csc(N3CCN(c4ccccn4)CC3)n2)cc1
31: O=c1c2ccccc2nc(-c2ccco2)n1-c1nc2ccccc2s1
32: Cc1cccc(OCC(=O)NCc2cc(C)nc3ccccc23)c1

screen / no. | 25 | 26 | 27 | 28 | 29 | 30 | 31 | 32
GLA spleen mod | . | -6% | 1% | 2% | . | 13% | -2% | ?
Tau fibril ThT | -8% | -7% | -14% | -4% | -3% | ? | -16% | -4%
TexasRed fluor | -1% | -1% | -5% | -2% | 1% | 0% | 0% | -2%
Tau FP inhib | -10% | 8% | ? | 7% | 0% | 9% | -13% | -3%
TRb SRC2 PPI | 3% | -6% | 0% | -3% | 4% | 1% | -1% | -2%
L3MBTL1 inh | . | ? | -27% | 8% | . | -10% | -4% | .
ALDH1A1 block | . | ? | . | -9% | . | 2% | -14% | -3%
Tau fluor cs | -8% | 1% | 6.3µM*[quencher] | 10% | -9% | ? | -18% | -5%

33: CC(=O)Nc1cc(OC(=O)c2ccco2)cc(OC(=O)c2ccco2)c1
34: CCOC(=O)c1c(N=CN(C)C)c2cc([N+](=O)[O-])cnc2n1C
35: COc1ccc(C(NC(=O)C(C)C)c2c(O)ccc3ccccc23)cc1OC (stereo unspecified)
36: COc1ccc(CSc2n[nH]c(C)n2)cc1Br
37: CC(C)(O)CC[C@@H](O)[C@](C)(O)[C@H]1CC[C@@]2(O)C3=CC(=O)[C@@H]4C[C@@H](O)[C@@H](O)C[C@]4(C)C3CC[C@]12C (stereo partly specified)
38: CC1=CC(C)(C)N=C(Nc2nc(C)c3cc(C)cc(C)c3n2)N1
39: c1ccc2c(c1)[nH]c1c(N3CCN(C4CCCCC4)CC3)ncnc12
40: Cc1ccc(C)c(NC(=O)CN2C(=O)CCc3ccccc32)c1

screen / no. | 33 | 34 | 35 | 36 | 37 | 38 | 39 | 40
GLA spleen mod | -3% | 2% | 30% | 11% | 1% | 1% | 0% | .
Tau fibril ThT | ? | ? | -13% | 9% | 1% | ? | -17% | ?
TexasRed fluor | 2% | -1% | -3% | 0% | -1% | 0% | -1% | -34%
Tau FP inhib | -6% | 5% | 3% | 9% | 17% | -6% | 5% | 9%
TRb SRC2 PPI | 1% | 5% | -1% | 3% | -9% | 6% | -11% | -5%
L3MBTL1 inh | 1% | 10% | 1% | 0% | 11% | . | -6% | .
ALDH1A1 block | 13% | . | -9% | 16% | 2% | 4% | ? | .
Tau fluor cs | -9% | -1% | -23% | 6% | 11% | -5% | -23% | -17%

41: O=C(CSc1ccc(-c2cccc([N+](=O)[O-])c2)nn1)N1CCCC1
42: COc1ccc(/C=C2/CCc3ccccc3C2=O)cc1OC
43: O=[N+]([O-])c1ccc(N2CCN(S(=O)(=O)c3ccc4ccccc4c3)CC2)cc1NCC1CCCO1 (stereo unspecified)
44: COc1ccccc1Nc1c2c(nc3ccc(NC(=O)c4cccc(OC)c4OC)cc13)CCCC2
45: COC(=O)c1sc2ccccc2c1-n1cccc1C(=O)C(=O)Nc1ccc(OC)cc1
46: COc1cc(/C=C(\C#N)C(=O)Nc2ccc(SC(F)F)cc2)cc(OC)c1OC
47: COc1ccc(CC(=O)Nc2cc(S(=O)(=O)N3CCCCC3)ccc2C)cc1OC
48: Cc1ccc(C(=O)NC2CCSC2=O)cc1 (stereo unspecified)

screen / no. | 41 | 42 | 43 | 44 | 45 | 46 | 47 | 48
GLA spleen mod | -6% | -5% | 0% | . | -12% | 2% | 8% | 7%
Tau fibril ThT | ? | ? | ? | ? | -10% | -12% | -4% | -2%
TexasRed fluor | -3% | -3% | -5% | -1% | -9% | -7% | 3% | 0%
Tau FP inhib | 0% | -6% | -6% | 4% | -8% | -4% | 3% | 0%
TRb SRC2 PPI | -2% | -6% | 1% | -4% | 4% | -5% | 6% | 1%
L3MBTL1 inh | . | -10% | -13% | . | -8% | . | . | .
ALDH1A1 block | -4% | -14% | 1% | . | ? | -3% | 4% | 6%
Tau fluor cs | -20% | -12% | ? | ? | ? | -24% | -12% | -1%

# Structures above containing fluorine (6):
2: CCn1cc(C(=O)NCc2ccccc2)c(=O)c2cc(F)c(N3CCN(C(=O)c4ccco4)CC3)cc21
12: Cc1cc(C(F)F)n2nc(C(=O)Nc3ccccc3Br)nc2n1
13: CC(=O)Nc1ccc(NC(=O)CSc2nc3nc(-c4cccs4)cc(C(F)(F)F)c3c(=O)[nH]2)cc1
20: Cc1oc(-c2ccccc2F)nc1CS(=O)(=O)CC(=O)N1CCc2ccccc21
28: CCn1ccnc1CNC(=O)CC1C(=O)NCCN1Cc1ccccc1F (stereo unspecified)
46: COc1cc(/C=C(\C#N)C(=O)Nc2ccc(SC(F)F)cc2)cc(OC)c1OC

screen / no. | 2 | 12 | 13 | 20 | 28 | 46
GLA spleen mod | 12% | 5% | 4% | -5% | 2% | 2%
Tau fibril ThT | ? | -2% | ? | ? | -4% | -12%
TexasRed fluor | 1% | 3% | -2% | -1% | -2% | -7%
Tau FP inhib | 2% | -7% | 3% | -5% | 7% | -4%
TRb SRC2 PPI | 4% | -13% | 5% | -15% | -3% | -5%
L3MBTL1 inh | . | 3% | . | 1% | 8% | .
ALDH1A1 block | ? | ? | . | -8% | -9% | -3%
Tau fluor cs | -11% | -1% | -7% | 2% | 10% | -24%

# High-throughput results (PubChem)
